EPAC1 antag – qHTS for Antagonist of cAMP-regulated guanine nucleotide exchange factor 3 (EPAC1): primary screen; Rap guanine nucleotide exchange factor 3 (Homo sapiens), O95398; EPAC1 GEF assay, Rap1b-BODIPY-GDP exchange fluorescence; Potency, µM (doses to about 115 µM), for the others: at the top dose activity change, negative = inhibition, usual class: inhibitors; 360,000 tested, 0.14% active;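 further: potency means the concentration at half of the fitted maximal effect; plate controls were vehicle for no effect and positive control for full effect; nearly all actives have a fitted effect of over 50% in size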
EPAC1 agonist – qHTS for Agonist of cAMP-regulated guanine nucleotide exchange factor 3 (EPAC1): primary screen | Potency, µM (titrated, usually from 154 µM), for inactives: at the highest dose activation, most hits filed as activators | 360,000 tested, 0.073% active | EPAC1 agonist qHTS, biochemical assay; response scale: 100% = response to 6.5 mM cAMP | Rap guanine nucleotide exchange factor 3 (Homo sapiens), O95398; further: potency means the concentration at half of the fitted maximal effect; nearly all actives have a fitted effect of over 60% in size
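Read-out is the fluorescence drop as BODIPY-GDP leaves Rap1B (480 nm excitation, 540 nm emission), recorded every 5 minutes over 30 minutes. Reactions held 100 nM EPAC1, 250 nM Rap1B–BODIPY-GDP and 50 uM GDP, with 6.5 mM cAMP setting full activation.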
WRN inhibitor – qHTS for Inhibitors of WRN Helicase. Bifunctional 3'-5' exonuclease/ATP-dependent helicase WRN (Homo sapiens), Q14191. WRN helicase unwinding, fluorescent forked duplex, kinetic. Potency, µM (doses to about 114 µM), without a hit: at the top dose activity change, negative = inhibition, hits mostly inhibitors. 360,000 tested, 0.46% active. AID 651768, 2012; further: potency means the concentration at half of the fitted maximal effect; on the % scale 0 is the no-effect control and ±100 the full control effect; nearly all actives have a fitted effect of over 55% in size
Target sequence (Q14191 whole entry, looked up): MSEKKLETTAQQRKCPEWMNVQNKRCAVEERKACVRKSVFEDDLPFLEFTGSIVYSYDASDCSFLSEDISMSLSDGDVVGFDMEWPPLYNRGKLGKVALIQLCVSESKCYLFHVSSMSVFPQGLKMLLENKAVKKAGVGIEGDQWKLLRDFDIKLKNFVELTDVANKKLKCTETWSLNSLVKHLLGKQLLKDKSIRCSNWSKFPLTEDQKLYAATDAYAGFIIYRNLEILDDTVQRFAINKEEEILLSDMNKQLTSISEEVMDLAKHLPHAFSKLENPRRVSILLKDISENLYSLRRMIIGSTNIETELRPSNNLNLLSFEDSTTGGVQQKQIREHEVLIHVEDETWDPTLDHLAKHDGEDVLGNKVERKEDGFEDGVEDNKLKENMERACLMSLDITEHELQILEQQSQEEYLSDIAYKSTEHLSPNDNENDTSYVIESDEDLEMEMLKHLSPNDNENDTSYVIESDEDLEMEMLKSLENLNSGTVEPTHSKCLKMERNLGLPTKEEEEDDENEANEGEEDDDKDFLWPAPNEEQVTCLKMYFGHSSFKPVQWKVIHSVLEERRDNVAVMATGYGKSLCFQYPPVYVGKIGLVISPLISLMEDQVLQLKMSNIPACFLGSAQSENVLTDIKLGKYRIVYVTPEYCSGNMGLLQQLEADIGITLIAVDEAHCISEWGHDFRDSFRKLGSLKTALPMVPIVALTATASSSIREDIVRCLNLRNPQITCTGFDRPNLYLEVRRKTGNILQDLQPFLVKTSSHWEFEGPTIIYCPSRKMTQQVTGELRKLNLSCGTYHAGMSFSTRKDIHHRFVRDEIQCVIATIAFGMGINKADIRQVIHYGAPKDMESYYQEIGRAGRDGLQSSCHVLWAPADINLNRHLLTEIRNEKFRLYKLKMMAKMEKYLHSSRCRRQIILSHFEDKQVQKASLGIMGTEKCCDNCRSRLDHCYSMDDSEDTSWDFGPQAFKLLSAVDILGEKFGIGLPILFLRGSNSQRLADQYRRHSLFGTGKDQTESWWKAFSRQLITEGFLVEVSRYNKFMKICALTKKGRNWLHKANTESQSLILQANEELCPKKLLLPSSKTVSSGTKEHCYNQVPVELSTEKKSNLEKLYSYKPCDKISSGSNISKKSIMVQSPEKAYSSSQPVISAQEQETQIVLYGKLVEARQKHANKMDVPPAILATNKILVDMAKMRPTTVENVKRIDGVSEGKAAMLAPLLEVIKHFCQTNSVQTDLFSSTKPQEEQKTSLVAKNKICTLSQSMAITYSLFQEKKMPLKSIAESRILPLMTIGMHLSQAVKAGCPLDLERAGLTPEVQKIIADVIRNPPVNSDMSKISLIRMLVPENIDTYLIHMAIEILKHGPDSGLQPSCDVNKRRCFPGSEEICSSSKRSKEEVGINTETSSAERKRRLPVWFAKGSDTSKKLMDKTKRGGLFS
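Enzyme (20 nM final) and test compound sit together 15 min at room temperature before substrate addition. Substrate is a single-forked duplex oligonucleotide (100 nM) labelled with fluorophore and quencher, with 2 mM ATP; helicase unwinding raises red fluorescence, read kinetically.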
IL2 activator – qHTS of IL-2 Activators | 360,000 tested, 0.065% active | IL-2 activation reporter assay, cell-based qHTS; stimulated with anti-CD3/CD4/CD28 beads; in transgenic mouse T cells | activation, % (series mostly up to about 46 µM); in the data active means activation above about 50%; inconclusive means mostly about 30% to 49%; further: 0% is about no effect
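Unstimulated transgenic mouse T cells; 60-min compound exposure; bead-based TCR/CD4/CD28 stimulation; 18 h culture, 37 degrees C; dual fluorescence (EGFP, DsRed) plate cytometry.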
Abeta rescue – qHTS for compounds that reverse cellular toxicity of Amyloid beta (A-beta) peptide in yeast: Primary Screen. yeast expressing A-beta42, growth rescue, OD600, 48 h; response scale: 0% DMSO, 100% iron-clioquinol control. Potency, µM (top dose mostly 46.1 µM), for inactives: top-dose growth rescue, actives largely listed as activators. 410,000 tested, 0.063% active. AID 1347071, 2019; further: potency means the concentration at half of the fitted maximal effect; nearly all actives have a fitted effect of over 55% in size
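Yeast growth medium received pinned compounds, then yeast cells expressing toxic A-beta were added; plates incubated at 30 C for 48 hr. Growth read as absorbance at 600 nm, normalized to DMSO and equimolar FeCl3 plus clioquinol controls.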
FUS suppressor – qHTS for Suppressors of FUS Proteinopathy: Primary screen using FUS-linked yeast assay; 390,000 tested, 0.24% active; AID 1347120, 2019; Potency, µM (series often up to 76.6 µM), inactives show top-dose growth rescue (activation), actives largely listed as activators; S. cerevisiae FUS-expressing, growth rescue, OD600, 24 h;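 further: potency means the concentration at half of the fitted maximal effect; plate controls were DMSO vehicle for no effect and reference control for full effect; nearly all actives have a fitted effect of over 55% in size; some results filed as inactive show a strong effect at the top dose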
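Compound concentration series was pinned onto galactose-induced FUS-expressing yeast seeded at OD 0.005. Plates sat 24hr at 30C; absorbance at 600 nm gave growth. DMSO served as background control.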
PI5P4K alpha inh – qHTS for Inhibitors of phosphatidylinositol 5-phosphate 4-kinase (PI5P4K); AID 652105, 2013; PI5P4Kalpha enzyme, ADP-Glo luminescence, 60 min; active compounds read low; Phosphatidylinositol 5-phosphate 4-kinase type-2 alpha (Homo sapiens), P48426; 330,000 tested, 1.2% active; max response, %; active means max response of -50% or lower; inconclusive means between -30% and -50%; inactive means -30% or higher; further: value at the top dose of about 77 µM; on the % scale 0 is the no-effect control and ±100 the full control effect
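PI5P4Kalpha ADP-Glo assay; 5 microM ATP final; 60 min RT reaction; HEPES pH 7.4/EGTA/CHAPS, 5% DMSO; controls lacking substrate or enzyme; luminescent end-point.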
PLK1 PBD block – qHTS for Inhibitors of PLK1-PDB (polo-like kinase 1 - polo-box domain): Primary Screen; Plk1 PBD binding of FITC phosphopeptide, fluorescence polarization; Potency, µM, for the others: max response, negative = inhibition, hits mostly inhibitors; 360,000 tested, 2.8% active; AID 720504, 2013; further: potency means the concentration at half of the fitted maximal effect; series mostly up to about 57 µM; on the % scale 0 is the no-effect control and ±100 the full control effect; nearly all actives have a fitted effect of over 65% in size
Starred values were filed as active, the others as inactive; u = inconclusive; x = no result given; [ ] = remark or other dose. Unless noted, the call rests on the fitted dose curve; in most records, active means well fitted curve in the direction sought with a large enough effect; inconclusive means small, poorly fitted or top-dose-only effect, or another doubt; inactive means no such curve, though single readings can be large; an effect the other way counts as inactive or inconclusive. The order is random; any-hit rate near 4.1%.

SMILES	EPAC1 antag	EPAC1 agonist	WRN inhibitor	IL2 activator	Abeta rescue	FUS suppressor	PI5P4K alpha inh	PLK1 PBD block
O=C(NCc1ccco1)C(c1ccc(F)cc1)N(CC1CCCO1)C(=O)Cn1nnc2ccccc21 (stereo unspecified)	-19.0%	16.4%	0.9%	-0.5	4.6%	0.1%	-1.6	-4.7%
CCOc1ccc(-c2nnc(-c3ccccc3)o2)cc1	1.5%	-2.4%	-3.5%	-0.4	-8.2%	-21.6%	-1.2	2.8%
Cc1cc(C)cc(-n2nnc(C(=O)NCc3ccccc3)c2N)c1	-20.6%	-3.8%	-7.1%	0.8	2.4%	u	5.3	-11.3%
Cc1ccc(-n2ncc3c(=O)n(CC(=O)NC4CCCCC4)cnc32)cc1C	2.1%	1.3%	-5.1%	0.1	-2.6%	6.0%	x	-4.5%
O=C(NCCNCc1ccc(F)cc1)c1ccco1	7.0%	2.5%	8.1%	-1.3	12.1%	-0.7%	-3.9	-4.9%
CCn1ncc(CNC(=O)CCSc2nc(-c3ccco3)cc(C(F)(F)F)n2)c1C	3.0%	-0.3%	-0.6%	0.9	1.7%	31.4%	9.8	-19.6%
COc1ccc(NC(=O)CCS(=O)(=O)c2ccc(OC)cc2)cc1	14.2%	-1.6%	3.3%	-0.9	-2.9%	14.6%	x	-6.9%
Cc1ccc(Cl)cc1NC(=O)CCC(=O)Nc1cc(Cl)ccc1C	-9.6%	-2.6%	4.6%	-1.4	-0.4%	-7.3%	1.9	-0.3%
COc1cc(-c2cc(-c3ccccc3)nc(SCC(=O)Nc3nccs3)c2C#N)cc(OC)c1OC	-11.3%	6.7%	-8.5%	0.9	8.9%	30.5%	10.1	-3.8%
Cc1cc(NC(=O)c2ccccc2-c2ccccc2)ccc1Br	-25.2%	-5.9%	-3.0%	-1.8	12.6µM*	9.9%	10.9	3.2%
O=Cc1ccc(OCc2cccc(C(F)(F)F)c2)cc1O	-16.7%	-0.4%	-3.2%	-0.2	-43.5%[inhibitor]	-0.3%	-2.7	-4.4%
Cc1ccc(S(=O)(=O)N(C)Cc2cc3cc(C)ccc3[nH]c2=O)cc1	1.7%	2.7%	1.5%	-2.6	-5.8%	12.4%	-3.1	-4.8%
CCOC(=O)c1cnn(-c2ccccc2)c1NC(=O)c1ccccc1	9.3%	-1.7%	-0.2%	3.3	24.9%	11.8%	x	-11.2%
c1ccc(C[C@H]2CNCCN2CC2CCCCC2)cc1	2.5%	-8.8%	1.4%	0.2	0.7%	-30.4%	2.9	-8.7%
COc1ccc(NS(=O)(=O)c2ccc3c(c2)CCCN3C(C)=O)cc1	-8.0%	-7.4%	-4.5%	-3.1	-0.6%	8.0%	1.4	-6.0%
O=S(=O)(Nc1nc2ccccc2nc1Cl)c1ccc(F)cc1	6.4%	0.8%	-10.3%	-0.6	u	-9.1%	1.5	45.9%[activator]
CCN1/C(=C2\C(=O)N(c3ccccc3)N=C2C)C=Cc2cc(C)ccc21	-10.6%	10.2%	-32.8%[57.1 µM]	-1.5	-15.9%	17.2%	-3.8	-8.5%
COCCN(CCOC)S(=O)(=O)c1ccc(C(=O)Nc2ccc(S(=O)(=O)Nc3nccc(C)n3)cc2)cc1	13.5%	-5.1%	11.4%	0.0	-1.5%	-32.6%	-2.1	-13.7%
CN(C(=O)COC(=O)c1ccc(F)c(S(=O)(=O)N2CCOCC2)c1)C1CCS(=O)(=O)C1 (stereo unspecified)	1.5%	3.0%	-2.1%	-0.2	6.9%	-7.4%	-3.8	3.2%
O=C(CCNC(=O)C1CCN(S(=O)(=O)c2ccc(F)cc2)CC1)NCc1ccc(F)cc1	-5.0%	-3.6%	-1.3%	-1.0	6.7%	-9.4%	-0.7	-12.2%
O=C(NCCNc1ccc([N+](=O)[O-])cc1)c1cccs1	-11.9%	-3.0%	0.4%	-1.1	15.7%	2.9%	-2.3	5.4%
CC(C)(C)NS(=O)(=O)c1ccc2nc(NC(=O)c3ccc(N4C(=O)CCC4=O)cc3)sc2c1	-16.8%	-8.4%	-9.2%	0.0	1.6%	37.9%	-1.0	-10.4%
CC(C)(C)n1cnc2cc(NC(=O)c3ccc(Cl)cc3)ccc21	-22.6%	-5.0%	-31.0%	-0.4	-11.4%	1.3%	1.6	-6.9%
COc1ccccc1N1CCN(C(=O)c2cccc(N3C(=O)NC4CC3(C)Oc3ccccc34)c2)CC1 (stereo unspecified)	-6.6%	5.4%	-5.3%	0.4	13.3%	40.3%	2.5	-7.0%
N#Cc1nc(COc2ccc(Cl)cc2Cl)oc1N1CCOCC1	-4.1%	0.1%	4.0%	3.0	-14.0%	40.5%	x	-1.9%
O=S(=O)(Nc1cc(Cl)ccc1-n1cncn1)c1ccccc1Cl	4.9%	-2.7%	-4.7%	0.0	0.8%	x	-5.3	u
O=S1(=O)CCC(NS(=O)(=O)c2ccc3ccccc3c2)C1 (stereo unspecified)	-17.1%	11.9%	-5.7%	-0.3	9.7%	7.5%	2.1	-4.7%
COC(=O)c1c(-c2ccccc2)csc1N	-8.8%	8.6%	-2.4%	1.1	6.8%	10.8%	-3.0	10.6µM*
COc1ccc(CNC(=O)O[C@@H]2C[C@H]3C(=O)N(c4ccccc4)C(=O)[C@H]3[C@@]3(CN(S(=O)(=O)c4ccc(C)cc4)C[C@H]3C)[C@@H]2O)cc1OC	-2.2%	-11.6%	-1.8%	-2.2	-1.4%	15.8%	-0.2	-18.1%
CC(C)c1ccc(NC(=O)CCC(=O)NCc2ccco2)cc1	-10.1%	1.5%	-1.6%	-0.5	9.4%	1.6%	2.4	-3.1%
O=C(COC(=O)c1cccs1)c1ccc2ccccc2c1	8.5%	6.2%	-3.0%	1.5	1.2%	-3.7%	-2.1	-2.6%
Cc1c(NC(=S)NC(=O)CSc2ccc(Cl)cc2)cccc1C(=O)O	-0.6%	4.6%	-16.1%	-0.3	-6.5%	x	-8.4	-11.8%
CCCCCCCCN1[C@@H](CC(=O)OCC)c2cc(C(F)(F)F)ccc2S1(=O)=O	-19.2%	-28.0%	-6.9%	-2.8	5.0%	40.7%	16.9	5.8%
Brc1ccccc1OCCCCCN1CCOCC1	-12.1%	6.1%	-2.1%	0.0	-8.7%	-1.7%	3.3	-5.5%
COc1cc(C2C(C#N)=C(N)Oc3n[nH]c(-c4ccncc4)c32)cc(OC)c1OC (stereo unspecified)	11.2%	-2.7%	-11.7%	-1.8	-2.7%	20.7%	-8.4	u
NC(=O)c1nc(-c2cccs2)nc2c1[nH]c(=O)n2-c1ccc(F)cc1	-2.7%	2.2%	-1.1%	0.0	5.8%	-21.5%	-7.2	-5.2%
C[C@@H]1CN([C@H](C)CO)S(=O)(=O)c2ccc(Br)cc2O[C@H]1CN(C)C(=O)Cc1ccccn1	1.8%	14.9%	-8.6%	2.0	-7.6%	-3.6%	8.4	-5.1%
CC(=O)c1ccc(N2CCN(CC(O)COC(c3ccccc3)c3ccccc3C)CC2)cc1 (stereo unspecified)	3.6%	5.2%	-31.6%	-2.5	9.0%	16.9%	14.9	-16.6%
Cc1cc(Cl)nc2ccc(Cc3ccc4nc(Cl)cc(C)c4c3)cc12	-6.1%	11.9%	-0.2%	-2.2	8.8%	-20.4%	12.4	-8.0%
O=C(c1cccc(OCc2ccccc2)c1)N1CCOCC1	-13.7%	0.4%	-8.7%	-3.3	-0.4%	-34.3%	1.8	2.1%
O=C(c1cccc(-n2cnnn2)c1)N1CCOCC1	13.4%	-7.5%	-1.5%	0.1	10.2%	1.2%	x	1.9%
CN1CCC(OC(=O)c2ccco2)CC1	13.7%	-4.0%	5.1%	-0.2	-7.8%	-0.4%	-4.0	-2.5%
COc1cc(OC)c(/C=N/NC(=O)c2ccncc2)c(OC)c1	-25.6%	6.7%	u	1.1	-13.4%	2.2%	-4.5	u
O=[N+]([O-])c1cccc(S(=O)(=O)Nc2ccc3cn[nH]c3c2)c1	-8.5%	12.5%	-2.9%	-1.1	-6.4%	x	-10.2	-4.5%
CN(CCO)c1c2c(nc3cc(-c4cccc(F)c4)nn13)CCCC2	u	3.6%	1.5%	-2.9	7.4%	1.9%	-1.6	-2.7%
CCNC(=O)COc1ccc(/C=N/NC(=O)c2cccnc2)cc1OC	0.8%	-2.6%	-0.8%	-1.5	-0.3%	-0.1%	-5.3	-14.8%
Nc1nc(SCc2ccc3c(c2)OCO3)n[nH]1	9.4%	6.2%	-6.8%	-0.2	19.1%	8.1%	-5.9	-14.8%
CC1(C)CC(=O)C2=C(C1)Nc1nc(SCCN3CCOCC3)[nH]c(=O)c1C2c1cccs1 (stereo unspecified)	-4.9%	-3.8%	-26.4%	1.1	5.7%	-6.0%	2.3	-2.5%
Cc1cccc(C)c1C(O)c1ncc(-c2ccc(F)cc2)[nH]1 (stereo unspecified)	-12.8%	-8.6%	6.6%	-0.3	-12.1%	-16.3%	-0.1	1.6%
CC12c3ccccc3C(c3ccccc31)C1C(=O)N(Cc3cccnc3)C(=O)[C@H]12 (stereo partly specified)	0.2%	-3.5%	6.0%	-0.3	u	u	-9.1	0.8%

Compound activity as filed in PubChem BioAssay.
